# BRCA1 expr act: BRCA1 expression activation. MCF7-BRCA1-FFLuc reporter, luminescence, 48 h; response scale: scaled: vehicle 0%, 10 µM genistein 100%. Potency, µM (top dose mostly 46.1 µM), inactives show at the top dose activation, most hits filed as activators. 380,000 compounds, 1.1% hits. AID 624202; further: nearly all actives have a fitted effect of over 80% in size; some results filed as inactive show a strong effect at the top dose
#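 Compounds are tested at multiple concentrations on MCF7 BRCA1-luciferase reporter cells seeded at 2000 per well; after 48 h, a single luminescence end-point is taken and curves fitted to the normalized data.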
# p53 reactivator: restores transcriptional activity of mutant p53. Potency, µM (doses to about 92.2 µM), for the others: at the highest dose activity change, positive = activation, most hits filed as activators. AID 504706. H1299 p53-A138V BP100-luciferase reporter, luminescence, 24 h. 320,000 compounds, 0.063% hits; further: % of control where 0% means no effect; nearly all actives have a fitted effect of over 45% in size
#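 p53-null H1299 cells stably carrying temperature-sensitive p53-A138V and a BP100-luciferase reporter were pinned with compounds (4-point, 1:5 series) and held 24 hrs at 37 deg C. Luminescence was read 10 min after detection reagent.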
# NPC1 promoter act: NPC1 promoter activation; Huh7 NPC1 promoter luciferase reporter, 24 h; Potency, µM (top dose mostly 9.22 µM), for the others: top-dose activation, most hits filed as activators; 320,000 compounds, 2.4% hits;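 further: % of control where 0% means no effect; nearly all actives have a fitted effect of over 60% in size; reporter is driven by a mutant NPC1 promoter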
#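 Stably transfected Huh7 (NPC1 promoter→luciferase), 1500 cells/well in Opti-MEM + 10% FBS, 2 h settle, then compound 24 h at 37 °C. Luminescence after 10 min with Amplite reagent.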
# Gal4-VP16 FLuc: inhibits Gal4-VP16 luciferase reporter, ROR gamma counter-screen | 310,000 compounds, 3.5% hits | Potency, µM (doses to about 53.6 µM), for inactives: at the highest dose activity, negative = inhibition, usual class: inhibitors | Drosophila S2 Gal4-VP16 UAS-luciferase, luminescence, 20 h;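 further: Gal4-VP16 expression switched on by copper sulfate through the metallothionein promoter; on the % scale 0 is the no-effect control and ±100 the full control effect; nearly all actives have a fitted effect of over 50% in size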
# RORg inh: blocks mouse ROR gamma transcriptional activity. Drosophila S2 Gal4-RORgamma UAS-luciferase reporter, 20 h. Potency, µM (highest dose often 53.6 µM), for the others: at the highest dose activity change, negative = inhibition, hits mostly inhibitors. 310,000 compounds, 5.4% hits. P51450; further: on the % scale 0 is the no-effect control and ±100 the full control effect; nearly all actives have a fitted effect of over 60% in size
# Target sequence (P51450 whole entry, looked up, the tested form may be a part): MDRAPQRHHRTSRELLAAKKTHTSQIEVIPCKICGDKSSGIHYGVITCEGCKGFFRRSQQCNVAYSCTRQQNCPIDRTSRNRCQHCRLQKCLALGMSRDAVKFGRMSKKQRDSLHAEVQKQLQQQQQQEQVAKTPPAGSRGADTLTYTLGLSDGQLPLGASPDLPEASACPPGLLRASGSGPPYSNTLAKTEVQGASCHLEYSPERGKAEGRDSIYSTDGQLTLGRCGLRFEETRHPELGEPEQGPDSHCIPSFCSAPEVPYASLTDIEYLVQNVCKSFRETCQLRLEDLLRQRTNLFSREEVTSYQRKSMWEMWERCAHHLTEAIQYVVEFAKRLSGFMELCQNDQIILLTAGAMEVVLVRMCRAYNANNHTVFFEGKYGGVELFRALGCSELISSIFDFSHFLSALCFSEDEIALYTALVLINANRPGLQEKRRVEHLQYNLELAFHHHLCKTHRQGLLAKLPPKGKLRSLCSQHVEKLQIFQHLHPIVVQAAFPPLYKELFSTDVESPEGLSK
#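 A Gal4/UAS one-hybrid system in insect cells: metallothionein-promoter Gal4–ROR gamma fusion plus Photinus luciferase reporter. Copper sulfate 700 uM final, 20 hr ambient incubation, luminescent detection after 10 min with reagent.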
# Rab9 promoter act: activators of Rab9 promoter. Huh7 Rab9 promoter-luciferase reporter, luminescence, 24 h. Potency, µM (doses to about 9.22 µM), without a hit: at the highest dose activation, negative = inhibition, hits mostly activators. 320,000 compounds, 2.8% hits; further: % of control where 0% means no effect; nearly all actives have a fitted effect of over 60% in size
#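 Promoter activation is measured as luciferase luminescence in Huh7 cells stably transfected with a Rab9 promoter–luciferase construct, following 24 h compound exposure at 37 °C and 10 min reagent incubation at ambient temperature.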
# uPA surface inh: cell surface uPA generation inhibition. cell surface uPA generation assay, qHTS. Potency, µM (top dose mostly 38.3 µM), for inactives: top-dose activity change, negative = inhibition, hits mostly inhibitors. 330,000 compounds, 0.31% hits. AID 540303; active means well fitted inhibition curve with a large enough effect; inconclusive means small, poorly fitted or top-dose-only effect; inactive means no such curve, though single readings can be large or run the other way; tested in mouse RAW 264.7 cells; further: on the % scale 0 is the no-effect control and ±100 the full control effect; nearly all actives have a fitted effect of over 55% in size
# FLuc counter: firefly luciferase modulation, counter-screen for miR-21 project; purified FLuc, Km substrates, luminescence inhibition; Potency, µM (highest dose often 57.5 µM), for the others: at the top dose activity change, negative = inhibition, most hits filed as inhibitors; 360,000 compounds, 6.9% hits;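 further: plate controls were vehicle for no effect and reference inhibitor for full effect; nearly all actives have a fitted effect of over 55% in size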
#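 Purified P. pyralis luciferase, 10 nM final, with Km-level 10 uM D-luciferin and 10 uM ATP in 50 mM Tris acetate pH 7.5, 10 mM Mg acetate, 0.01% Tween-20, 0.05% BSA; 6-point qHTS titration about 60 µM downward; luminescence read.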
# MBNL1 CUG block: MBNL1-poly(CUG) RNA binding inhibition | TR-FRET MBNL1-His/biotin-(CUG)12 binding, 665/545 ratio | Potency, µM (series often up to 57.5 µM), for the others: top-dose activity change, negative = inhibition, most hits filed as inhibitors | 280,000 compounds, 0.036% hits | AID 2675 | Q9NR56; active means well fitted inhibition curve with a large enough effect in the signal ratio, with a control signal flat, not every such curve was filed as active; inconclusive means small, poorly fitted or top-dose-only effect, or effect the other way, or a change in a side signal; inactive means no such curve, though single readings can be large or run the other way; the % refers to the signal ratio; further: on the % scale 0 is the no-effect control and ±100 the full control effect
# Target sequence (Q9NR56 whole entry, looked up): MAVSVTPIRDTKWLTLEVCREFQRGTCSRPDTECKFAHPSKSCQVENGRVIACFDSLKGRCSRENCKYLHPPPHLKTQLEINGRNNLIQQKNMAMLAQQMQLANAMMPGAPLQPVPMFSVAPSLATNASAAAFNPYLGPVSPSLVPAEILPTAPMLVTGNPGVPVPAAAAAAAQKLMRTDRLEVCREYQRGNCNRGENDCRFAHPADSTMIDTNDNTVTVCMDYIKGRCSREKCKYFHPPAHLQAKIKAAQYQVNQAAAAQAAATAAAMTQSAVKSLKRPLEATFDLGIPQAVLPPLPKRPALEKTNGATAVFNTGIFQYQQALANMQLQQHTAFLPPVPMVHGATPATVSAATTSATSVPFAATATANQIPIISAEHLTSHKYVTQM
#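 TR-FRET between His-tagged MBNL1 and biotin-(CUG)12 RNA, detected with Tb anti-His antibody (0.055 ng/ul) and streptavidin-XL665 (5 nM), 60 min at room temperature. Compounds titrated 92 nM to 58 uM; 665/545 nm ratio normalized to buffer and complex controls.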
# CXXC DNA block: MLL CXXC-DNA interaction inhibition; 290,000 compounds, 0.037% hits; Q03164; MLL-CXXC / FITC-HOXA9 DNA fluorescence polarization; Potency, µM (series often up to 115 µM), inactives show at the top dose activity change, negative = inhibition, usual class: inhibitors; active means well fitted inhibition curve with a large enough effect in the polarisation, with a control signal flat, not every such curve was filed as active; inconclusive means small, poorly fitted or top-dose-only effect, or effect the other way, or a change in a side signal; inactive means no such curve, though single readings can be large or run the other way; the % refers to the polarisation
#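 Purified MLL-CXXC (added from a 7 uM solution) was preincubated 5 min at ambient with pinned compounds in 50 mM Tris-HCl pH 7.5, 50 mM NaCl, 1 mM DTT, 0.05% BSA. Fluorescein-labeled HOX-A9 DNA (50 nM solution) followed, 30 min, then polarization read.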
# ELG1 genotoxic: inducers of genotoxicity in HEK293T ELG1-luciferase cells; AID 504466; 330,000 compounds, 1.3% hits; Potency, µM (highest dose often 46 µM), without a hit: at the top dose activity change, positive = activation, usual class: activators; HEK293T ELG1-luciferase reporter, luminescence, 16 h; further: % of control where 0% means no effect; nearly all actives have a fitted effect of over 60% in size
#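 ELG1-luciferase HEK293T cells, 2,000/well; compound pinned in; 16 hr, 37 °C, 5% CO2; ONE-Glo, 30 min RT; luminescence on CCD imager.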
# The depositor's hits bear a star; ? = inconclusive; nt = not tested or not shown; & = joins results of further samples; [ ] = another dose, or the depositor's remark. Unless noted, the call rests on the fitted dose curve; in most records, active means well fitted curve in the direction sought with a large enough effect; inconclusive means small, poorly fitted or top-dose-only effect, or another doubt; inactive means no such curve, though single readings can be large; an effect the other way counts as inactive or inconclusive. Potency means the concentration at half of the fitted maximal effect. Not all compounds are listed, so the mix of outcomes need not match the whole.
SMILES,BRCA1 expr act,p53 reactivator,NPC1 promoter act,Gal4-VP16 FLuc,RORg inh,Rab9 promoter act,uPA surface inh,FLuc counter,MBNL1 CUG block,CXXC DNA block,ELG1 genotoxic
C[C@]12C(=O)N(c3ccccc3)C(=O)N1[C@@H]1c3ccccc3OC[C@@H]1[C@H]2c1ccccc1,-11%,nt,-2%,1%,?,-6%,6%,4%,4%,5%,1%
CCOC(=O)c1ccc(NC(=O)c2nc[nH]c2C(=O)N[C@@H](CC(C)C)C(=O)OCc2ccccc2)cc1,-28%,8%,-1%,?,1.1µM*,-1%,2%,5%,-9%,-9%,-4%
CN1CCN(C(=O)c2cccn(Cc3c(Cl)cccc3Cl)c2=O)CC1,-3%,-3%,0%,-2%,21%,-6%,6%,0%,-5%,3%,-1%
Cc1no[n+]([O-])c1COc1ccccc1/C=N/n1nnnc1N,-14%,10%,3%,10%,-4%,-5%,-4%,0%,9%,2%,3%
O=C(NCCN1CCN(c2ccccc2)CC1)C1CCN(S(=O)(=O)c2cccs2)CC1,4%,-1%,-2%,-4%,3%,0%,3%,-2%,-22%,-2%,-6%
Nc1nonc1-n1nnc(C(=O)N/N=C/c2ccncc2)c1-c1ccccc1,-21%,-7%,2%,-3%,-6%,0%,1%,2%,2%,-2%,-10%
COC(=O)c1c(NC(=O)c2ccccc2C(=O)O)sc2c1CCC2,-3%,nt,-1%,5%,36%,7%,-6%,-4%,4%,-16%,0%
Cc1ccc(C(C(=O)NCc2ccc(F)cc2)N(CCCO)C(=O)C2COc3ccccc3O2)o1 (configuration not stated),-10%,-2%,3%,-7%,2%,0%,6%,-3%,0%,-2%,-11%
Cc1ccc(C(=O)CC(C(=O)O)n2cnc([N+](=O)[O-])n2)cc1 (configuration not stated),-25%,-1%,-5%,-7%,2%,2%,-3%,-3%,-1%,3%,1%
O=C(CCc1ccc(S(=O)(=O)NCc2ccccc2)cc1)NCc1ccco1,-3%,-6%,-9%,1%,37%,-1%,-10%,1%,1%[11.5 µM],-2%,1%
Fc1ccccc1-c1nc(-c2cnccc2C(F)(F)F)no1,42%,1%,1%,29%,23%,10%,4%,?,0%,3%,-11%
CCNc1nc(NCC)n2c(SCC(=O)Nc3cccc(F)c3)nnc2n1,-2%,-6%,-1%,nt,nt,-2%,-2%,0%,nt,nt,-1%
COc1ccc(C2C(C(C)=O)=C(C)Nc3ncnn32)cc1[N+](=O)[O-] (configuration not stated),-13%,3%,-2%,4%,-5%,-6%,1%,-1%,?,-8%,0%
CCCCn1c(N)c(N(CCC(C)C)C(=O)c2ccc3c(c2)OCCO3)c(=O)[nH]c1=O,-13%,0%,-7%,nt,nt,0%,3%,11%,nt,nt,2%
CCN(CC(=O)Nc1c(F)cccc1F)C(=O)C1CC(=O)N(CCc2ccc(OC)c(OC)c2)C1 (configuration not stated),9%,7%,-4%,nt,nt,-5%,14%,0%,nt,nt,0%
Cc1cccc(Cn2nc(C)c(NC(=O)c3ccc(F)cc3)c2C)c1,-4%,-4%,1%,-8%,1%,0%,-5%,4%,-4%,11%,-2%
Cc1cccc(C)c1NC(=O)CNC(=O)CN1C(=O)NC2(CCc3ccccc32)C1=O (configuration not stated),9%,11%,-1%,nt,nt,-7%,4%,nt,nt,nt,0%
Clc1ccc(-c2n[nH]c3c2CCC3)cc1Cl,-11%,?,-2%,2%,?,12%,3%,?,-1%,-1%,2%
Cc1[nH]c2c(C)cccc2c1CCNC(=O)c1ccc2c(c1[N+](=O)[O-])C(=O)c1ccccc1C2=O,-97%,11%,0%,?,6.3µM*,4%,-9%,-1%,?,-12%,5%
Cc1ccnc2nc(C(=O)NCc3cccs3)nn12,-21%,nt,nt,22%,10%,nt,-5%,2%,-1%,13%,nt
Cc1ccc(N(NC(=O)C(O)(c2ccccc2)c2ccccc2)C(=O)CCl)cc1,-87%[inhibitor],-30%,-46%[inhibitor],7.9µM*,6.3µM*,-60%[inhibitor],-12%,-2%,-4%,1%,0%
Cc1sc2ncnc(OCC(=O)NC(C)C)c2c1C,-1%,-15%,-1%,-7%,-17%,6%,-5%,1%,0%,-7%,-1%
O=C(NN1c2ccccc2CCc2ccccc21)c1ccccc1Br,-13%,-17%,2%,-2%,-8%,0%,3%,2%,3%,-2%,0%
Cc1ccc(C)c(S(=O)(=O)NCCCn2ccnc2)c1,-5%,-4%,-2%,-6%,33%,0%,-8%,-2%,nt,?,2%
CC(C)c1ccc(NNC(=O)C2CCC2)cc1,17%,3%,14%,2%,19%,-2%,7%,2%,-4%,-6%,1%
COc1cccc(-c2nc(CCl)cs2)c1OC,29%,-1%,0%,10%,13%,4%,nt,17µM*,-5%,-13%,11%
O=S(=O)(c1ccc(Cl)s1)N1CCc2ccccc2C1,1%,-4%,-1%,8%,16%,0%,nt,2%,5%,10%,-2%
COc1ccccc1-n1cnc2cc(NCc3cccs3)ccc21,-67%,25%,-3%,-19%,?,-12%,-9%,?,4%,17%,?
CCCCCn1cnc2sc(CC)cc2c1=O,?,?,?,-6%,34%,2.8µM*,-19%,24µM*,?,3%,?
O=C(c1ccco1)N1CCN(S(=O)(=O)c2ccc([N+](=O)[O-])cc2)CC1,4%,3%,-3%,-13%,-2%,-6%,-14%,-3%,?,18%,0%
O=C(O)c1ncn(Cc2ccccc2)c1C(=O)O,4%,-4%,1%,0%,-1%,-1%,nt,7%,8%,-12%,1%
COc1ccc(SC[C@H](Cc2ccccc2)N2CCN(C)CCC2=O)cc1,0%,-4%,-2%,2%,3%,-5%,-2%,1%,4%,-3%,0%
C/C(=N\NC(=O)OC(C)(C)C)c1ccc[nH]1,86%,6%,2.8µM*,-11%,?,2.8µM*,-4%,?,5%,1%,15µM*
COc1cccc(NC(=O)c2cc3ccccc3oc2=O)c1,?,nt,1.4µM*,10µM*,6.3µM*,2.5µM*,2%,0.24µM*,10%,-2%,0.92µM*
Cc1ccccc1-c1nnc(SC(C)C(=O)NC2CCCC2)o1 (configuration not stated),2%,-10%,2%,nt,nt,0%,6%,nt,nt,nt,0%
Cc1nn(C)cc1S(=O)(=O)Nc1ccc(C(F)(F)F)cc1,-1%,-21%,-5%,4%,28%,1%,9%,6%,-4%,21%,-2%
CNC[C@H](O)c1ccc(O)c(O)c1,-15%,-9%,0%[46.1 µM],-3%&-4%&-5%&6%,?,-10%[46.1 µM],?,2%,22µM*,?,5%
CCOC(=O)c1cc2c(N)c(C(=O)c3cc(C#N)c(SC)nc3C)sc2nc1C,-50%,-2%,-4%,-3%,21%,0%,0%,0%,7%,-1%,0%
CCN(CC)C(=O)c1nn(Cc2ccccc2)c(=O)c2ccccc12,-20%,0%,1%,2%,4%,-5%,1%,1%,-3%,6%,-2%
O=C(NC1CCCN(Cc2ccc(Cl)cc2)C1)c1c(F)ccc(F)c1F (configuration not stated),-5%,-4%,-1%,2%,-3%,2%,-12%,0%,-5%,0%,1%
Cc1cc(-c2cc(C(=O)NC3CCCC3)on2)nc(NC2CCCC2)n1,2%,-5%,-1%,2%,14%,-13%,-6%,-2%,2%,7%,0%
CCN(CC)C(=O)c1sc(NC(=O)c2ccc(OC)c([N+](=O)[O-])c2)c(C#N)c1C,nt,-11%,-2%,-13%,-28%,-4%,nt,-3%,7%,4%,-1%
CC(C)CCC(CCNCc1ccccn1)c1ccc(Cl)cc1 (configuration not stated),-31%,0%,-4%,-13%,11µM*,-7%,-9%,0%,-1%,11%,-5%
COC(=O)c1ccc(Oc2c(C)oc3cc(OCc4cnn(-c5ccccc5)c4)ccc3c2=O)cc1,-4%,-2%,-9%,-10%[0.365 µM],-17%,-17%,0%,-1%,-3%,6%,?
CCCCS(=O)(=O)N1CCC(C(=O)NCC2CCCO2)CC1 (configuration not stated),-20%,3%,-2%,-13%,-24%,-7%,1%,-10%,-4%,-9%,1%
CC(C)(C)c1ccc(/C=C2\Oc3cc(OC(=O)N4CCOCC4)ccc3C2=O)cc1,-78%,9%,-4%,6%,14%,4%,-5%,-2%,nt,2%,7%
O=C1NC(=Nc2ccccc2Br)SC1(CO)CO,-2%,nt,9%,-3%,-14%,4%,-5%,-1%,-1%,0%,-2%
COc1ccc(NC(=O)c2cc(-c3ccco3)nc3ccccc23)cn1,-15%,9%,-3%,nt,nt,-3%,6%,-4%,nt,nt,-2%
CCCCCC(=O)Nc1nc(C)c(-c2csc(Nc3ccccc3OC)n2)s1,-12%,-6%,-14%,3%,-12%,3%,29%,?,26%,-2%,-6%

# Screening data as filed in PubChem.
